Screens deposited in PubChem BioAssay by National Center for Advancing Translational Sciences (NCATS).
Tb PYK inh = qHTS of Trypanosoma Brucei Inhibitors; pyruvate kinase (Trypanosoma brucei), Q57TT1; 410,000 tested, 0.12% active; Potency, µM (doses to about 76.8 µM), without a hit: top-dose activity, negative = inhibition, hits mostly inhibitors; AID 624173, 2012; TbPYK enzyme, Kinase-Glo Plus ATP luminescence, 45 min; further: potency means the concentration at half of the fitted maximal effect; nearly all actives have a fitted effect of over 50% in size
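Luminescent Kinase-Glo Plus end-point after 45 min room-temperature reaction of T. brucei pyruvate kinase started with 130 uM ADP (final). Buffer TEA 50 mM pH 7.2 with KCl, MgCl2, BSA, Tween-20; titration-based qHTS with fitted concentration-effect curves.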
HCMV antiviral = qHTS Assay for inhibitors of the human cytomegalovirus (HCMV) | HFF cells, HCMV-luciferase reporter, 72 h; hits give low values | activity change, negative = inhibition, % at 57.5 µM | 410,000 tested, 4.5% active; in the data active means activity change below about -60%; inconclusive means no clear call, values can overlap the other calls; inactive means above about -39%
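Human foreskin fibroblasts infected with luciferase-reporter HCMV at MOI 1 PFU/cell, compounds at two doses. Luciferase measured 72 h post infection; normalized to buffer-only basal and Salinomycin (10uM) controls.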
Sm TGR inh = qHTS Assay for the Inhibitors of Schistosoma Mansoni Peroxiredoxins. 360,000 tested, 3% active. Potency, µM (doses to about 114 µM), for inactives: top-dose activity change, negative = inhibition, usual class: inhibitors. Schistosoma mansoni thioredoxin glutathione reductase (TGR), Q962Y6. purified TGR, DTNB reduction, TNB absorbance 405 nm; further: potency means the concentration at half of the fitted maximal effect; nearly all actives have a fitted effect of over 60% in size
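Kinetic colorimetric format: TGR-catalysed, NADPH-driven DTNB reduction monitored via TNB absorbance. Enzyme dispensed at 20 nM; compound exposure 15 min at room temperature before reaction start.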
AmpC no deterg = qHTS Inhibitors of AmpC Beta-Lactamase (assay without detergent); P00811; AmpC nitrocefin hydrolysis, absorbance 480 nm, 0.0001% Triton; Potency, µM (top dose mostly 57.1 µM), without a hit: at the highest dose activity change, negative = inhibition, most hits filed as inhibitors; 330,000 tested, 0.52% active; AID 485341, 2010;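 further: potency means the concentration at half of the fitted maximal effect; plate controls were no compound for no effect and no enzyme for full effect; nearly all actives have a fitted effect of over 20% in size; some results filed as inactive show a strong effect at the top dose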
Target sequence (P00811 whole entry, looked up): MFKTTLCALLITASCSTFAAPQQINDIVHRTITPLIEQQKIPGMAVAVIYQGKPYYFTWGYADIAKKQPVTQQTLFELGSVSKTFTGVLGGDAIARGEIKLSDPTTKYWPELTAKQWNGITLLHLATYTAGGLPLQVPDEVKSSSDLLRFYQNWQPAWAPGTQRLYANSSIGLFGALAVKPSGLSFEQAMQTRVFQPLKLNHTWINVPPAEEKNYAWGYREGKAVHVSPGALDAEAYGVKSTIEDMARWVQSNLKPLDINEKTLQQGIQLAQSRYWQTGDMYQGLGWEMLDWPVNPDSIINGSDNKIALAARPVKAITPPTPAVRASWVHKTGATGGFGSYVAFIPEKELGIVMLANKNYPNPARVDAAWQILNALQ
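AmpC (5.3 nM in the dispensed reagent) in 20 mM phosphate pH 7.0 with 0.01% (detergent screen) or 0.0001% Triton X-100 was preincubated with compounds for 15 min at room temperature. Nitrocefin was then added from an 800 uM solution, and hydrolysis was followed at 480 nm.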
AMA1 RON2 block = qHTS for Inhibitors of AMA1-RON; Towards Development of Antimalarial Drug Lead: Primary Screen; AlphaScreen AMA1-biotinylated RON2 peptide binding; AID 720542, 2013; 360,000 tested, 0.2% active; Potency, µM (series often up to 58.2 µM), for the others: at the highest dose activity change, negative = inhibition, usual class: inhibitors; Plasmodium falciparum AMA1 (3D7) - RON2 peptide interaction;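 further: potency means the concentration at half of the fitted maximal effect; 0% = vehicle wells and -100% = peptide control; nearly all actives have a fitted effect of over 45% in size; some results filed as inactive show a strong effect at the top dose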
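AMA1 (3D7) with his tag at 25 nM final met compounds first, then biotinylated RON2 peptide at 25 nM; detection used donor plus acceptor beads, 10 µg/mL apiece, read by AlphaScreen after 30 min at room temperature.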
LmPK inhibitor = qHTS Assay for Inhibitors of Leishmania Mexicana Pyruvate Kinase (LmPK); purified LmPK, Kinase-Glo ATP luminescence, 1 h; Potency, µM (top dose mostly 57.5 µM), inactives show top-dose activity change, negative = inhibition, hits mostly inhibitors; 290,000 tested, 0.37% active; further: potency means the concentration at half of the fitted maximal effect
Target sequence (Q27686 whole entry, looked up): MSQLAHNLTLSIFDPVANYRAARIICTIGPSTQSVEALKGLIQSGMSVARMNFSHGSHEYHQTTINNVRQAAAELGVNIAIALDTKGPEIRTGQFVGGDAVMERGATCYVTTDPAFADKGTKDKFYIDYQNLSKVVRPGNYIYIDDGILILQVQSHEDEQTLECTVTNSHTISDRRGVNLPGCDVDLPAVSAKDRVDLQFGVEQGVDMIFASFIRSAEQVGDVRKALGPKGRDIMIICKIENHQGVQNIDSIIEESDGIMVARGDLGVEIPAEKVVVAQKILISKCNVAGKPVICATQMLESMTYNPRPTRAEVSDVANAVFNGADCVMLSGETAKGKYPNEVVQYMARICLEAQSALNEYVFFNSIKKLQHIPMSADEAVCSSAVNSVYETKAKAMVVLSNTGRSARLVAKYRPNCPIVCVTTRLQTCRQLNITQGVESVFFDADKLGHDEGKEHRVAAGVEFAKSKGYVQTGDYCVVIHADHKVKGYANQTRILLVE
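Kinase-Glo luminescence read after 1 h RT reaction of 0.1 nM LmPK with 0.5 mM PEP and 0.1 mM ADP. Activity scaled between uninhibited and enzyme-free controls.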
AmpC inh detg = qHTS Inhibitors of AmpC Beta-Lactamase (assay with detergent); AID 485294, 2010; P00811; 370,000 tested, 0.041% active; Potency, µM (doses to about 114 µM), inactives show at the highest dose activity change, negative = inhibition, actives largely listed as inhibitors; AmpC hydrolysis of nitrocefin, absorbance 480 nm, 0.01% Triton;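 further: potency means the concentration at half of the fitted maximal effect; 0% = no-compound wells and -100% = no-enzyme wells; nearly all actives have a fitted effect of over 25% in size; some results filed as inactive show a strong effect at the top dose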
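AmpC (5.3 nM in the dispensed reagent) in 20 mM phosphate pH 7.0 with 0.01% (detergent screen) or 0.0001% Triton X-100 was preincubated with compounds for 15 min at room temperature. Nitrocefin was then added from an 800 uM solution, and hydrolysis was followed at 480 nm.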
* marks the source's active call; other numbers are inactive results; ? = inconclusive; . = no result given; & = joins results of further samples; [ ] = another dose, or the depositor's remark. Unless noted, the call rests on the fitted dose curve; in most records, active means well fitted curve in the direction sought with a large enough effect; inconclusive means small, poorly fitted or top-dose-only effect, or another doubt; inactive means no such curve, though single readings can be large; an effect the other way counts as inactive or inconclusive. Unless noted, on the % scale 0 is the no-effect control and ±100 the full control effect.

SMILES	Tb PYK inh	HCMV antiviral	Sm TGR inh	AmpC no deterg	AMA1 RON2 block	LmPK inhibitor	AmpC inh detg
C[C@]12CCC3C(CC[C@H]4C[C@@H](O)CC[C@]34C)C1C[C@@H](O)[C@@H]2O (stereo not given in full)	-10.7%	-25.2	.	.	-1.2%	.	.
COc1ccc(C(=O)Nc2cc(OCc3ccccc3)c(Cl)cc2Cl)cc1	1.0%	-8.6	-20.5%	-7.8%	-0.2%	4.6%	?
CCOc1ccc(NC(=O)NNC(=O)c2ccc(Cl)cc2Cl)cc1	-2.7%	2.1	.	-9.4%	63.5%[activator]	-2.3%	-13.1%
CCc1nnc(NS(=O)(=O)c2ccc(N/C=C/C(=O)c3ccc(OC)cc3)cc2)s1	4.4%	11.9	-19.7%	-18.7%	-12.4%	2.1%	-5.0%
O=C(COc1ccc2c(c1)oc(=O)c1ccccc12)NCCN1CCOCC1	-0.7%	-23.8	-13.3%	16.8%	-7.4%	2.7%	?
CC1CCN(C(=O)CNC(=O)c2cccc(OC(F)F)c2)CC1	0.6%	22.8	-4.8%	-19.4%	-2.1%	-2.3%	-14.3%
CN(C)c1nc(N(C)C)nc(N(C#N)CN2C(=O)c3ccccc3S2(=O)=O)n1	-0.7%	-8.2	5.7%	124.9%[activator]	16.0%	8.0%	2.4%
CCc1ccc(NC(=O)C2CCCN2c2nn3c(=O)cc(C)nc3s2)cc1 (stereo not given)	6.7%	20.1	-12.3%	18.2%	0.0%	-5.3%	-6.2%
COc1ccc(CN(C(=O)c2cnccn2)C(C(=O)Nc2ccc(F)cc2)c2ccccc2)cc1 (stereo not given)	-3.0%	-10.2	-7.5%	79.0%[activator]	-20.8%	1.4%	?
COc1ccccc1C(=O)OCC(=O)Nc1cccc(S(=O)(=O)NC2=NCCCCC2)c1	-8.1%	-12.3	.	-27.1%	-1.6%	.	.
O=C(c1ccc(OC2CCN(Cc3ccccn3)CC2)cc1)N1CCC[C@H]1CO	3.8%	2.0	?	-2.7%	16.6%	-9.8%	2.1%
COc1ccc(S(=O)(=O)N2CCCCC2)cc1NC(=O)c1ccc([N+](=O)[O-])o1	-3.0%	71.5	?	-13.8%	-0.1%	6.4%	2.9%
CCC1CN(C(=O)NCc2ccc(F)cc2)c2cc(Cl)ccc2O1 (stereo not given)	1.1%&0.2%	?	9.9%&-0.2%	-10.8%	21.7%	-4.1%	1.3%&-3.4%
COc1cccc(CNC(=O)CCCc2c[nH]c3ccccc23)c1	1.3%	2.3	-29.6%	-18.1%	3.6%	-3.9%	2.5%
COc1ccc(CC(=O)Nc2c3c(nn2-c2cccc(Cl)c2)CS(=O)C3)cc1 (stereo not given)	-2.8%	-14.6	-8.3%	5.3%	0.0%	2.7%	2.1%
CC(C)Cn1c(N)c(C(=O)COC(=O)c2ccc(Br)cc2)c(=O)n(C)c1=O	-16.8%	-30.2	.	-17.7%	14.6%	.	.
O=C(NCCc1ccc(F)cc1)C(=O)NCC1CCCN1S(=O)(=O)c1ccccc1 (stereo not given)	-1.6%	-34.1	-1.3%	?	7.0%	.	-14.5%
Cc1cc(OC(=O)c2cccs2)c2c3c(c(=O)oc2c1)CCCC3	-19.5%	?	-1.1%	-14.9%	-7.2%	2.5%	-15.3%
CC(C(=O)Oc1ccc2c(c1)OCO2)N1C(=O)c2ccccc2C1=O (stereo not given)	.	.	-13.2%	-3.4%	.	9.0%	-8.0%
COc1ccc2c(c1)c(=Cc1ccc(N(C)C)cc1)c1cc(-c3ccccc3)[n+](C)n12	-17.7%	-99.1*	.	.	17.8µM*	.	.
CCc1ccccc1OCCCOc1ccc(OC)cc1	-2.6%	31.9	6.5%	-15.1%	41.5%[activator]	-2.0%	2.7%
CN(C)CCCN(C(=O)c1ccc(S(=O)(=O)N2CCCCCC2)cc1)c1nc2cc3c(cc2s1)OCO3	-1.5%	8.5	.	.	-5.0%	.	.
CCOC(=O)[C@]12CCCC=C1N(Cc1ccc3c(c1)OCO3)C(=O)[C@H](CC(=O)NCC13CC4CC(CC(C4)C1)C3)C2	5.0%	19.9	.	.	-18.6%	.	.
Cc1ccc(C)c(N(C)C(=O)c2ccc3c(=O)n4c(nc3c2)CCCCC4)c1	-2.8%	?	-9.6%	61.1%[activator]	0.0%	-2.6%	-11.0%
COc1ccc(N(C)C(=O)c2nc(-c3cccc(F)c3)n3c2CCCCC3)c(OC)c1	-0.5%	-29.6	-1.9%	.	.	.	13.9%
COC(=O)Cn1nc(C)c2c(C)n(-c3ccccc3)nc2c1=O	-4.4%	11.0	-5.3%	.	.	.	-1.5%
COc1ccc(OC)c(C2C3=C(COC3=O)Nc3cc4c(cc32)OCO4)c1 (stereo not given)	1.4%	-84.2*	-21.8%	-15.4%	1.4%	3.5%	6.4%
COc1cccc(CNc2ccc(N3CCC(C)CC3)cc2)c1OC	-18.8%	-37.8	?	-57.6%	?	4.0%	1.6%
C=CCSc1nccc(-c2cc(Cl)sc2Cl)n1	5.4%	?	10.8%	-22.5%	11.0%	-4.2%	?
Cc1cccc(C)c1NC(=S)NCCSc1ccc(Cl)cc1	-0.6%	?	12.4%	-22.6%	15.0%	7.0%	4.7%
CC1=CCC(C(=O)O)C(C(=O)Nc2cccnc2)C1 (stereo not given)	-8.4%	-0.7	6.7%	-9.1%	8.1%	3.1%	-1.1%
COc1ccc(C(=O)C=Cc2cccs2)c(O)c1	-4.3%	-12.6	.	.	-20.1%	.	.
Cc1ccc(C)c(CSc2nnc3[nH]c(=O)cc(C)n23)c1	-3.6%	-11.2	6.9%	.	.	.	1.2%
Cc1ccc(N2CCN(S(=O)(=O)c3ccc(-n4cnnn4)cc3)CC2)c(C)c1	4.3%&-1.2%	-20.3&40.7	12.7%&1.3%	-13.5%	0.4%	4.8%	-1.8%&10.7%
COc1cc(-c2nc3cnccn3c2NC(C)(C)CC(C)(C)C)ccc1O	-4.6%	?	4.3%	1.6%	0.8%	-23.6%	-1.5%
Cc1cc(C)c(NC(=O)CNC(=O)COC(=O)CN2C(=O)NC3(CCCC3)C2=O)c(C)c1	0.7%	-21.5	-3.5%	-3.3%	?	.	-14.6%
CC(C)(C)OC(=O)NC(CO)c1cn([C@@H](Cc2cc3ccccc3[nH]2)C(=O)N2CCN(C(=O)OC(C)(C)C)CC2)nn1 (stereo not given in full)	-12.6%	-9.6	13.5%	174.6%[activator]	2.5%	3.2%	-3.7%
COc1ccc(-c2csc(Cc3nnc(N4CCOCC4)n3-c3ccccc3)n2)cc1	3.6%	-21.6	-9.6%	80.8%[activator]	-6.7%	-0.1%	-18.0%
Cc1ccc(CCNS(=O)(=O)c2ccc3c(c2)CCN3C(=O)CCC(=O)O)cc1	1.0%	21.8	3.1%	.	.	.	3.1%
CC(=O)c1c(C(C)=O)c(C)n(NC(=O)c2ccccc2Cl)c1C	0.4%	-9.4	16.0%	-40.9%	-3.6%	4.4%	11.2%

Grouped by structure, those above containing a COOH group (2)
SMILES	Tb PYK inh	HCMV antiviral	Sm TGR inh	AmpC no deterg	AMA1 RON2 block	LmPK inhibitor	AmpC inh detg
CC1=CCC(C(=O)O)C(C(=O)Nc2cccnc2)C1 (stereo not given)	-8.4%	-0.7	6.7%	-9.1%	8.1%	3.1%	-1.1%
Cc1ccc(CCNS(=O)(=O)c2ccc3c(c2)CCN3C(=O)CCC(=O)O)cc1	1.0%	21.8	3.1%	.	.	.	3.1%

Following part.
SMILES	Tb PYK inh	HCMV antiviral	Sm TGR inh	AmpC no deterg	AMA1 RON2 block	LmPK inhibitor	AmpC inh detg
O=C(COC(=O)CN1C(=O)NC2(CCCC2)C1=O)NCc1ccc(Cl)cc1Cl	-9.0%	-0.6	.	-7.0%	-26.2%	.	.
Cc1ccc(C(=O)OCC(=O)N2CCC(C)CC2)cc1S(=O)(=O)N1CCCCC1	0.6%	17.2	1.4%	71.7%[activator]	3.1%	-0.3%	0.1%
NC(Cc1ccc(F)cc1)c1csc(Nc2nncc3ccccc23)n1 (stereo not given)	1.2%	8.5	.	.	96.1%[activator]	.	.
COCCn1c(=O)[nH]c2cc(C(=O)N3CCN(c4ccc(Cl)cc4)CC3)ccc2c1=O	2.0%&4.8%	-23.4&-33.5	3.1%&-0.8%	-7.3%	9.5%	-0.2%	-6.3%&4.7%
COc1ccc2cc(CCNC(=O)c3ccc4c(c3)OCO4)c(=O)[nH]c2c1	2.4%	5.4	-4.2%	2.82µM*	-1.6%	10.2%	?
CC(NC(=O)c1ccc(OC2CCN(Cc3ccccn3)CC2)cc1)c1nccs1 (stereo not given)	3.4%	65.6	-2.0%	29.4%	67.8%[activator]	-4.4%	2.1%
Cc1csc(NC(=O)CSc2nnc(Cn3c(=O)sc4ccccc43)n2-c2ccccc2)n1	?	-13.5	2.5%	29.3%	4.7%	1.7%	-4.8%
CN(CCc1ccccc1)C(=O)c1cccc(NC(=O)Cc2cccc(NC(=O)C3CCCN(C(=O)c4ccccc4)C3)c2)c1 (stereo not given)	0.0%	?	.	.	-10.0%	.	.
Cc1ccc(C)c2c1cc(C)c1nnc(SCC(=O)Nc3cccc(C(=O)O)c3)n12	6.31µM*	-30.1	-5.5%	-24.7%	16.5%	?	-4.9%
COc1cc(OC)c(NC(=O)Cn2cnc3nc4c(cc3c2=O)CCCC4)cc1Cl	7.5%	-5.0	10.1%	.	.	.	11.1%
O=C(CCc1nc2ccccc2c(=O)[nH]1)NNC(=O)c1ccc(F)cc1	0.2%	3.5	6.6%	-23.6%	7.7%	.	-17.7%
O=C(CCSCCC(=O)NN=Cc1ccccc1)NN=Cc1ccccc1	2.9%	-2.1	.	.	37.5%[activator]	.	.
CCCCNC(=O)Nc1ccc(C(O)(C(=O)OC)C(F)(F)F)cc1 (stereo not given)	-1.7%	28.4	4.3%	-16.5%	-1.2%	0.6%	?

Outcome played no part in choosing rows; 7.4% or so of the library scored in one or more.
